PV pol inh = poliovirus RNA polymerase inhibition; poliovirus polymerase elongation, fluorescence polarization; hits give low values; % elongation, % (compound at 16.7 µg/mL); 150,000 tested, 0.66% active; in the data active = % elongation below about 90%; note: some results filed as inactive read as strong as hits
Target sequence (P03300 1749-2209 limits assumed): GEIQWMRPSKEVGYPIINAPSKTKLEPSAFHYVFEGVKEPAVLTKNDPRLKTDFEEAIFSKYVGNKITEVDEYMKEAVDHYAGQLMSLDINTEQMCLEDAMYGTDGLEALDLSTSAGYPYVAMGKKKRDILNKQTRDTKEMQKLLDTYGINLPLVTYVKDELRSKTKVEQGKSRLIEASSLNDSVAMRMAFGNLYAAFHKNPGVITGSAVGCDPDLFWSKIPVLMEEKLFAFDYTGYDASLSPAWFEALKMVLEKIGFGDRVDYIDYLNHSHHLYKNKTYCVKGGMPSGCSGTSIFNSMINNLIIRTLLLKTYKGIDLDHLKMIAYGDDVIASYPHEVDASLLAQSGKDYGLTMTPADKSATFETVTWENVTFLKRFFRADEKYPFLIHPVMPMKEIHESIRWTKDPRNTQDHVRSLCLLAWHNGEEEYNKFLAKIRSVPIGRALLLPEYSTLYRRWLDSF
PV pol inh FP z-score = also measured in PV pol inh; calls as there; z-score; measured here: FP z-score; hits read low
The depositor's hits bear a star; & = joins results of further samples.

SMILES,PV pol inh,PV pol inh FP z-score
Cc1ccc(C)c(NC(=O)/C(C#N)=C/c2ccc(C(C)C)cc2)c1,104,0.1
O=C(/C=C/Sc1ccc(Cl)cc1)c1ccccc1,101,-0.4
Oc1ccc(CN2CCN(Cc3ccccc3)CC2)c2cccnc12,100,-0.6
CCOC(=O)C1=NNC2C(=O)N(CC)C(=O)C12 (stereo unspecified),102,0.1
CCC(C(=O)Nc1ccc(F)cc1F)n1nc(-c2ccccc2)c2c(c1=O)CCCC2 (stereo unspecified),109,0.6
CN(C)C(=S)SCc1ccc(Cl)cc1Cl,102,0.2
CC(C)(/C=N/N(Cc1ccccc1)c1ccccc1)CO,108,0.7
COC(=O)CCS(=O)(=O)c1nc(-c2ccc(OC)c(OC)c2)cc(C(F)(F)F)n1,99,-1
O=C(COc1ccc(Cl)cc1)Nc1ccc2nc(SCC(=O)N3CCCC3)sc2c1,104,-0.6
N#Cc1ccc(S(=O)(=O)N2CCNCC2)cc1,102,-0.1
CCOC(=O)c1ccc(NS(=O)(=O)c2ccc(Br)s2)cc1,109,0.8
c1ccc(Cn2c(NCc3ccco3)nc3ccccc32)cc1,100,-0.4
O=C(Cc1noc2ccccc12)NCCN1CCN(Cc2ccccc2)CC1,102,0.1
Cc1ccccc1OCc1ccc(C(=O)NC(C)C)o1,105,1.3
Cc1cc(C)nc(SCc2noc(-c3ccc(Cl)cc3)n2)n1,100,-0.3
CCCN(CCC)CCn1cnc2c([nH]c3ccccc32)c1=O,103,0.2
CCOC(=O)c1c(Oc2ccc(OC)cc2)nnc(-c2ccccc2)c1-c1ccccc1,109,0.5
CCOC(=O)Cc1csc(NC(=S)NC(=O)c2ccco2)n1,99,-0.2
O=C(c1ccco1)N1CCC(C(=O)N2CCc3ccccc32)CC1,106,1.6
CCCCN(C)S(=O)(=O)c1ccc(C(=O)Nc2ccc(-c3nc4ccc(C)cc4s3)cc2)cc1,109,0.3
CCc1[nH]nc2c1C(c1cccc(OC(=O)N3CCOCC3)c1)C(C#N)=C(N)O2 (stereo unspecified),101,0
Cc1ccc2nc(-c3ccc(NC(=O)c4ccccc4S(C)(=O)=O)cc3)sc2c1,103,0
Cn1nccc1C(=O)NCc1ccc2c(c1)CCN2C(=O)c1ccc(Cl)cc1,108,0.2
O=C1CCCC/C1=C\Nc1ccc(Cl)cn1,105,0.6
CCOC(=O)c1sc2nc(CSc3nc4ccccc4c(=O)n3CCOC)[nH]c(=O)c2c1C,101,-0.2
O=C(O)c1nn(CC(=O)N2CCCCCC2)c(=O)c2ccccc12,100,-0.5
CN(Cn1nc(-c2ccc3c(c2)OCO3)oc1=S)C1CCCCC1,104,0.2
COc1cc2c(cc1OC)n(CC(=O)NC1CCCC(C)C1C)n1c(C)cc(=O)nc21 (stereo unspecified),106,1
O=S1(=O)c2cccc3cccc(c23)N1Cc1ccccn1,100,-0.4
CN(C)C(=O)CSc1nnc(-c2ccncc2)n1C,104,1.5
Cc1cc(C)c2c(n1)sc1c(=O)n(/N=C/c3cccs3)cnc12,103,0.3
CCOc1ccc(CC(=O)Nc2ccc3c(c2)N(C)C(=O)c2ccccc2S3)cc1OCC,105,-0.2
CC1CCN(CN2C(=O)C3(OCCCO3)c3ccccc32)CC1,101,-0.2
COc1ccc(CCNC(=O)c2cc3cccc4c3n2CC(C)S4)c(OC)c1OC (stereo unspecified),101,-1
O=C(Nc1ccc(F)cc1)c1cccc(OC(=S)Nc2cccc(Br)c2)c1,102,-0.4
Cn1ccc2cc(S(=O)(=O)N3CCCN(C(=O)Nc4ccc(Br)cc4)CC3)ccc21,101,-1.4

Shown field by field: four of the compounds above
O=C(/C=C/Sc1ccc(Cl)cc1)c1ccccc1
- PV pol inh = 101
- PV pol inh FP z-score = -0.4

Oc1ccc(CN2CCN(Cc3ccccc3)CC2)c2cccnc12
- PV pol inh = 100
- PV pol inh FP z-score = -0.6

CCOC(=O)C1=NNC2C(=O)N(CC)C(=O)C12 (stereo unspecified)
- PV pol inh = 102
- PV pol inh FP z-score = 0.1

CCC(C(=O)Nc1ccc(F)cc1F)n1nc(-c2ccccc2)c2c(c1=O)CCCC2 (stereo unspecified)
- PV pol inh = 109
- PV pol inh FP z-score = 0.6

Further records.
SMILES,PV pol inh,PV pol inh FP z-score
CSc1nc(C23CC4CC(CC(C4)C2)C3)ccc1C#N,104,1
Cc1ccc(CN2CC(C(=O)N3CCCc4ccccc43)CC2=O)cc1 (stereo unspecified),97,-1
O=C(CCCn1c(=O)c2cccn2c2ccccc21)NC1CCCCC1,103,0.7
Cc1ccc(/C=[N+](\[O-])c2ccccc2C)o1,103,0.4
CCOC(=O)c1c(NC(=O)CS(=O)(=O)c2cn(CC)c3ccccc23)sc2c1CCCC2,101,0.1
Cc1noc(NS(=O)(=O)c2ccc(NC(=O)COc3ccccc3Br)cc2)c1C,108,0.4
Cc1cccc(N(C)C(=O)CS(=O)(=O)c2cccc3nsnc23)c1,111,0.9
CCOC(=O)Cn1c(=O)n(CC2CCCO2)c2nc(-c3ccc(OCC)cc3)nc(C(N)=O)c21 (stereo unspecified),111,0.9
CCOc1ccc(NC(=O)CN(C)S(=O)(=O)c2cnc[nH]2)cc1,109,0.5
CC(=O)N1CCCc2cc(S(=O)(=O)N3CCC(N(C)C(C)C)CC3)ccc21,111,0.9
CC1(C(=O)NC2CCCC2)CCC(=O)N1Cc1cccnc1 (stereo unspecified),100,0
C=CCN(Cc1nc(-c2ccccc2)no1)C(=O)COc1ccccc1,103,0.6
C=CCn1c(=O)/c(=C/c2ccc(-c3ccc(Br)cc3)o2)s/c1=C(/C#N)c1nnc2n1CCCCC2,44,-4.8
O=C1CSC(=O)N1Cc1cc2c(cc1Cl)OCO2,100,-0.2
O=S(=O)(NC1CCCCC1N1CCC(O)CC1)c1ccc(Cl)cc1 (stereo unspecified),100,-0.7
Cc1ccc(Nc2nnc(SC(C)C(N)=O)s2)cc1 (stereo unspecified),102,0
O=C(C1c2ccccc2Oc2ccccc21)N1CCCCC1,100,-0.6
CCCCC/C=C\C/C=C\C/C=C\CC1OC1CCCC(=O)O (stereo unspecified),102&100,0.2&0.1
O=C(COC(=O)C12CC3CC(CC(Br)(C3)C1)C2)NC1CC1,103,0.8
CCSc1nnc2c(n1)OC(c1cc3c(cc1Cl)OCO3)Nc1ccccc1-2 (stereo unspecified),101,-0.2
O=C(NCCCN1CCCC1=O)c1cccc(Oc2ccccc2)c1,104,1.2
COc1cccc(N2CC(NC(=O)c3ccc(S(=O)(=O)N4CCCCC4)cc3)CC2=O)c1 (stereo unspecified),107,0.1
COCCn1c(SCC(=O)c2c[nH]c3ccccc23)nc2cc(C(=O)NC(C)C)ccc2c1=O,108,0.2
COc1ccc(CNC(=O)c2cc3c(-c4ccc(Cl)cc4)nn(C)c3s2)cc1,102,-0.5
CC(C)CN1C(=O)/C(=C\c2ccc(-c3ccc(S(N)(=O)=O)cc3)o2)SC1=S,86,-2.5
O=C(NCc1cccc(F)c1)C1CCN(c2nn3cc(-c4ccc(F)cc4)nc3s2)CC1,108,0.2
COc1cccc(NS(=O)(=O)c2ccc3[nH]c4c(c3c2)CCCCCC4)c1,118,2.4
Cc1ccc(C)n1-c1ccc(C(=O)NCc2cccnc2)cc1,104,0.2
CCOn1c(=O)c(-c2ccccc2)[n+]([O-])c2ccccc21,103,0.4
Cc1ccc(C)c(CN2C(=O)C(=O)c3ccccc32)c1,111,0.5
COc1ccc(NC(=O)c2ccc3cccc(O)c3n2)cc1Cl,101,0.3
CN(C)C1(CNC(=O)c2cccc(NS(=O)(=O)c3ccc4c(c3)OCCO4)c2)CCCCC1,100,-0.6
CCOc1ccccc1Nc1sc(C(=O)c2ccccc2)c(N)c1S(=O)(=O)c1ccc(C)cc1,110,0.6
O=C(c1ccc2c(c1)OCO2)c1cn(Cc2ccc(F)cc2)c2cc3c(cc2c1=O)OCO3,99,-1.2
NC(=O)C1CCCN(C(=O)CCC(=O)c2cccs2)C1 (stereo unspecified),105,0.3
Cc1ccc(NC(=O)CC2SC(=Nc3ccc(S(N)(=O)=O)cc3)NC2=O)cc1 (stereo unspecified),102,0.5

(listing goes on)
Order of results – PV pol inh, PV pol inh FP z-score
- O=C1NC2(CCCCC2)Oc2ccccc21
  104, 0.6
- Cc1ccc(-c2n[nH]c(CNC(=O)c3ccc(F)c(F)c3)n2)cc1
  102, 0
- CCNS(=O)(=O)c1ccc(NC(=O)c2ccccc2OCC)cc1
  100, -0.4
- Cc1ccc(NC(=O)N2CCCn3c(SCC(=O)c4ccccc4)nnc32)cc1
  103, 0.3
- CC(C)CCNC(=O)C1CCN(S(=O)(=O)c2ccc3nc4c(c(C(=O)O)c3c2)CCCCC4)CC1
  102, 0.6
- COc1ccc(-c2ccc3c(N)c(C(=O)Nc4cccc(C(F)(F)F)c4)sc3n2)cc1OC
  102, 0.2
- CCCOc1ccc2c(c1)C(=O)c1cc(OCC(=O)O)ccc1-2
  100, -0.2
- C=CCNC(C(=O)Nc1cccc(OC)c1)c1ccccc1 (stereo unspecified)
  104, 0.2
- O=C1OC(c2ccccc2)OC(=O)C1=Cc1ccc(-c2cccc(Br)c2)o1 (stereo unspecified)
  101, 0
- CC1Cc2ccccc2N1C(=O)CSc1nnc(COc2ccccc2Cl)o1 (stereo unspecified)
  101, -0.3
- O=C(CCC(=O)c1cccs1)NCc1ccccc1
  100, -0.3
- CCCn1c(SCC(=O)c2ccc3c(c2)OCCO3)nnc1-c1ccco1
  100, -0.6
- O=C(C1CCCN(S(=O)(=O)c2cccc3nonc23)C1)N1CCN(c2ccc(F)cc2)CC1 (stereo unspecified)
  102, 0.2
- NS(=O)(=O)c1ccc(CCN2C(=O)CCC2=O)cc1
  105, 0.3
- Nc1cc(=O)[nH]c(=O)n1-c1cccc(Cl)c1
  100, -0.8
- CSc1nc2ccccc2c(=O)n1-c1ccccc1C
  103, 0.5
- CCNC1CC(=O)N(c2ccc(C(=O)OCC)cc2)C1=O (stereo unspecified)
  100, -0.3
- CCOC(=O)c1cc(-c2ccc(F)cc2)n(CCC(=O)NC2CCCCC2)c1C
  107, 0.5
- O=C(NCc1ccccc1)c1cnc(N2CCCCC2)c2ccccc12
  102, -1.2
- COc1ccc(NCc2c(C#N)c(C)nn2-c2ccccc2)cc1
  107, 0.9
- O=C(CCCn1c(=O)c2cccn2c2cccnc21)NCCc1ccccc1
  101, -0.2
- Cc1ccc(NC(=O)C2CCCN2S(=O)(=O)c2ccc3c(c2)n(C)c(=O)c(=O)n3C)cc1C (stereo unspecified)
  100, -1.3
- CCOC(=O)c1c(C)c(-c2ccccc2)n(CC(=O)Nc2cccc(C)c2C)c1C
  102, -0.7
- CN1CCN(C(=O)CCCC(=O)O)CC1
  101, -0.1
- COc1ccc(Cl)cc1NC(=O)c1nnn(CC(=O)Nc2c(C)cccc2C)c1N
  102, 0.2
- Cc1cc(N2CCN(c3ccccc3F)CC2)n2nc(C)c(-c3ccc(Cl)cc3)c2n1
  99, -0.4
- C=CCN1C(=O)N(CC=C)c2cccc3cccc1c23
  102, 0.1
- CC(C(=O)NCc1ccco1)n1c2ccccc2c2cnn(C)c(=O)c21 (stereo unspecified)
  104, 0.7
- O=C(ON1C(=O)c2ccccc2C1=O)C1CCCCC1
  100, -0.4
- O=C1/C(=C/c2cc3ccccc3o2)CC/C1=C\c1cc2ccccc2o1
  108, 1.2
- CC(/C=N/NC(=O)c1cc(-c2ccc3c4c(cccc24)CC3)n[nH]1)=C\c1ccco1
  103, 0.3
- COc1ccc(OC)c(CNC(=O)c2ccc(-c3nc(CSc4ccccc4)c(C)o3)cc2)c1
  101, -1.1
- COc1ccc(NS(=O)(=O)c2ccc3oc(=S)n(CN4CC(C)OC(C)C4)c3c2)cc1 (stereo unspecified)
  99, -0.4
- Cc1ccc(NC2=NC(C)(C)CS2)cc1Cl
  105, 0.3
- O=C(O)Cc1cccc2ccccc12
  100, -0.3
- Cc1ccc(C)c(S(=O)(=O)NCc2ccccc2)c1
  102, -0.1
- O=C(Sc1nnnn1-c1ccccc1)c1ccccc1Br
  101, 0.3
- O=S(=O)(c1ccc(-c2cnc(C3CC3)o2)cc1)N1CCN(c2ccccc2)CC1
  103, -0.7
- Cc1[nH]nc(Nc2ccccc2)c1N=Nc1ccc(Br)cc1
  104, 0.1
- Cc1ccc(CNC(=O)Cn2c(=O)ccc3cc(S(=O)(=O)N4CCCC4)ccc32)cc1
  97, -2.5

Molecules from the list above that have a CF3 group, in the order listed:
Order of results – PV pol inh, PV pol inh FP z-score
- COC(=O)CCS(=O)(=O)c1nc(-c2ccc(OC)c(OC)c2)cc(C(F)(F)F)n1
  99, -1
- COc1ccc(-c2ccc3c(N)c(C(=O)Nc4cccc(C(F)(F)F)c4)sc3n2)cc1OC
  102, 0.2

Later entries
Order of results – PV pol inh, PV pol inh FP z-score
- O=C(CSc1nc(=O)n2ccccc2n1)OCc1ccccc1
  106, 1.5
- COc1cc(Cl)c(C)cc1NC(=O)Cn1cc(S(=O)(=O)N2CCC(C)CC2)c2ccccc2c1=O
  103, -1.5
- Cc1ccc2nc(NC(=O)c3ccccc3F)sc2c1
  110, 0.7
- COC(=O)c1ccc(COc2ccc3c(-c4ccccc4)cc(=O)oc3c2C)o1
  103, 0.4
- CN(C)c1ccc(CNC(=O)CCCn2ccc3cc(S(=O)(=O)N4CCCC4)ccc32)cc1
  112, 0.8
- Cc1cccc(C)c1NC(=O)C1(NC(=O)C(C)O)CCCC1 (stereo unspecified)
  102, 0.1
- CCC(C)NC(=O)CCc1c(C)nc2c(c(C)nn2-c2ccc(C)cc2)c1C (stereo unspecified)
  105, -0.2
- O=C(c1sc2ccccc2c1Cl)n1cccn1
  100, -0.2
- CN(C)C(=O)Cn1c(Cl)nc2ccccc21
  100, -0.8
- Cc1cccc(NNC(=O)CCc2ccccc2)c1
  102, 0.1
- O=C1Nc2ccccc2C1c1nc2ccccc2[nH]c1=O (stereo unspecified)
  105, 0.5
- CCOCCCNC(=O)c1c[nH]c2ccc(S(=O)(=O)N(C)c3ccc(Cl)cc3F)cc2c1=O
  108, 0.1

Screening results deposited in PubChem BioAssay by ICCB-Longwood Screening Facility, Harvard Medical School.

Only part of the results is shown; rates above refer to the full screens.
